BioA inh: M. tuberculosis BioA enzyme inhibitors, primary screen, biochemical, plate reader, single point, HTS | 7,8-diaminopelargonic acid synthase BioA (Mycobacterium tuberculosis) | purified M. tuberculosis BioA enzyme | inhibition, % at 9.99 µM | 360,000 compounds, 0.096% hits; in the data active means inhibition above about 40%
* = called active by the depositor.

O=C(C[C@@H]1CC[C@@H]2[C@H](COC[C@H](O)CN2Cc2cccc(Cl)c2)O1)NCC1CCCCC1
  BioA inh: -1.1
CCCNC(=O)Nc1ccc2c(c1)C(=O)N(C)[C@H]1CC[C@H](CC(=O)O)O[C@H]1CO2
  BioA inh: -6.4
Cc1noc(C)c1S(=O)(=O)Nc1ccc2c(c1)C(=O)N([C@@H](C)CO)C[C@@H](C)[C@@H](CN(C)C(=O)NC1CCCCC1)OCCCC[C@H](C)O2
  BioA inh: -0.8
C[C@H](CO)N1C[C@H](C)[C@H](CN(C)S(=O)(=O)c2cccc(F)c2)Oc2ncc(C#Cc3ccc(C(F)(F)F)cc3)cc2C1=O
  BioA inh: -3.0
C[C@H](CO)N1C[C@H](C)[C@H](CN(C)C(=O)Nc2ccccc2)Oc2ccc(NC(=O)c3ccncc3)cc2CC1=O
  BioA inh: 2.5
CCNC(=O)Nc1ccc2c(c1)C(=O)N(C)[C@@H]1CC[C@H](CC(=O)NCc3ccc(F)cc3)O[C@@H]1CO2
  BioA inh: 0.3
C[C@H](CO)N1C[C@H](C)[C@@H](CN(C)C(=O)c2ccccn2)Oc2ncc(-c3cccc(C#N)c3)cc2C1=O
  BioA inh: -0.9
CNC[C@@H]1OCCCC[C@H](C)Oc2ccc(NS(C)(=O)=O)cc2C(=O)N([C@H](C)CO)C[C@@H]1C
  BioA inh: -2.4
Cc1noc(C)c1NC(=O)N(C)C[C@H]1Oc2c(NC(=O)C3CCCCC3)cccc2C(=O)N([C@@H](C)CO)C[C@@H]1C
  BioA inh: -0.7
C[C@H](CO)N1C[C@H](C)[C@@H](CN(C)Cc2ccc(C(F)(F)F)cc2)Oc2c(NC(=O)Nc3ccc4c(c3)OCO4)cccc2C1=O
  BioA inh: -0.4
COCC(=O)N(C)C[C@H]1Oc2ncc(-c3ccc(F)cc3)cc2C(=O)N([C@@H](C)CO)C[C@@H]1C
  BioA inh: -1.5
COc1ccc(CN(C)C[C@@H]2OCCCC[C@@H](C)Oc3ccc(NS(=O)(=O)c4c(C)noc4C)cc3C(=O)N([C@H](C)CO)C[C@@H]2C)cc1
  BioA inh: -2.2
Cc1noc(C)c1S(=O)(=O)N(C)C[C@@H]1Oc2ccc(NC(=O)Cc3cn(C)c4ccccc34)cc2CC(=O)N([C@@H](C)CO)C[C@@H]1C
  BioA inh: 0.0
COC(=O)C[C@@H]1CC[C@H]2[C@@H](COc3ccc(NS(=O)(=O)c4ccccc4Cl)cc3C(=O)N2C)O1
  BioA inh: -1.1
C[C@H]1CN([C@@H](C)CO)C(=O)Cc2cc(NC(=O)Cc3ccccc3)ccc2O[C@H]1CN(C)S(=O)(=O)c1ccc(Cl)cc1
  BioA inh: -0.6

C[C@@H]1CCCCO[C@@H](CN(C)C(=O)c2ccccc2)[C@H](C)CN([C@H](C)CO)C(=O)c2cc(NS(=O)(=O)c3ccc(Cl)cc3)ccc2O1
  BioA inh: -1.2
O=C(C[C@@H]1CC[C@@H]2[C@H](COC[C@H](O)CN2Cc2cc(F)cc(F)c2)O1)NC1CCC1
  BioA inh: -0.8
C[C@H]1CN([C@@H](C)CO)C(=O)Cc2cc(NC(=O)Nc3ccc(F)cc3)ccc2O[C@H]1CN(C)C
  BioA inh: 0.6
Cc1ccc(S(=O)(=O)Nc2ccc3c(c2)CC(=O)N([C@H](C)CO)C[C@H](C)[C@@H](CN(C)C(=O)Nc2ccccc2)O3)cc1
  BioA inh: 0.6
COc1ccc(CN(C)C[C@@H]2Oc3ccc(NC(=O)Cn4cnnn4)cc3C(=O)N([C@H](C)CO)C[C@H]2C)cc1
  BioA inh: 7.4
CN(C)CC#Cc1ccc([C@@H]2[C@H]3CN(C(=O)C4CC4)CCCCN3[C@H]2CO)cc1
  BioA inh: 0.0
CC(=O)N(C)C[C@@H]1Oc2ncc(-c3ccc(C#N)cc3)cc2C(=O)N([C@H](C)CO)C[C@H]1C
  BioA inh: -1.0
C[C@@H]1CN([C@H](C)CO)C(=O)c2cc(NS(=O)(=O)c3ccc(Cl)cc3)ccc2O[C@@H]1CN(C)S(=O)(=O)c1ccccc1
  BioA inh: 1.8
C[C@@H]1CN([C@H](C)CO)C(=O)c2cc(NC(=O)Nc3ccc4c(c3)OCO4)ccc2O[C@@H](C)CCCCO[C@H]1CN(C)S(=O)(=O)c1cn(C)cn1
  BioA inh: 3.2
Cc1noc(C)c1NC(=O)N(C)C[C@@H]1Oc2ccc(NC(=O)c3ccncc3)cc2CC(=O)N([C@@H](C)CO)C[C@H]1C
  BioA inh: -0.5
CCCNC(=O)Nc1ccc2c(c1)C(=O)N(C)C[C@@H](OC)[C@H](C)CN(C)[C@H](C)CO2
  BioA inh: -1.3
O=C(Nc1cccc(F)c1)N[C@H]1CC[C@@H](CCNS(=O)(=O)c2cccc(Cl)c2)O[C@@H]1CO
  BioA inh: 3.9
O=S(=O)(c1ccc(F)cc1)N1CCCCN2[C@@H](CO)[C@@H](c3ccc(-c4ccccc4)cc3)[C@@H]2C1
  BioA inh: 3.1
CO[C@@H]1CN(C)C(=O)c2ccc(NC(=O)C3CC3)cc2OC[C@@H](C)N(CCc2ccccc2)C[C@H]1C
  BioA inh: -1.2
C[C@@H]1CCCCO[C@@H](CN(C)Cc2ccc3c(c2)OCO3)[C@H](C)CN([C@@H](C)CO)C(=O)c2cc(NC(=O)c3ccccc3)ccc2O1
  BioA inh: 5.5

4 compounds drawn at random from those above:
O=C(C[C@@H]1CC[C@@H]2[C@H](COC[C@H](O)CN2Cc2cc(F)cc(F)c2)O1)NC1CCC1
  BioA inh: -0.8
C[C@@H]1CCCCO[C@@H](CN(C)Cc2ccc3c(c2)OCO3)[C@H](C)CN([C@@H](C)CO)C(=O)c2cc(NC(=O)c3ccccc3)ccc2O1
  BioA inh: 5.5
Cc1noc(C)c1NC(=O)N(C)C[C@@H]1Oc2ccc(NC(=O)c3ccncc3)cc2CC(=O)N([C@@H](C)CO)C[C@H]1C
  BioA inh: -0.5
CO[C@@H]1CN(C)C(=O)c2ccc(NC(=O)C3CC3)cc2OC[C@@H](C)N(CCc2ccccc2)C[C@H]1C
  BioA inh: -1.2

Next part
C[C@H]1CN([C@@H](C)CO)C(=O)c2cccc(NS(=O)(=O)c3ccc(F)cc3)c2O[C@H]1CN(C)CC1CC1
  BioA inh: 2.9
O=C([C@@H]1[C@@H](CO)[C@@H]2Cn3c(ccc(-c4ccc(F)cc4)c3=O)[C@@H]2N1Cc1cocn1)N1CCCCC1
  BioA inh: 0.0
OC[C@H]1[C@H](c2ccc(C#Cc3ccccc3F)cc2)[C@H]2CN(CC3CCOCC3)CCCCN21
  BioA inh: 0.3
C[C@@H]1CN([C@@H](C)CO)C(=O)c2cccc(NC(=O)c3ccncc3)c2O[C@@H]1CN(C)S(=O)(=O)c1cn(C)cn1
  BioA inh: 1.1
Cc1noc(C)c1NC(=O)Nc1ccc2c(c1)CC(=O)N([C@H](C)CO)C[C@@H](C)[C@@H](CN(C)Cc1ccc(C(=O)O)cc1)O2
  BioA inh: 3.3
CC(C)NC(=O)Nc1ccc2c(c1)C(=O)N([C@H](C)CO)C[C@H](C)[C@@H](CN(C)S(=O)(=O)c1cn(C)cn1)OCCCC[C@@H](C)O2
  BioA inh: -1.7
CC(C)CC#Cc1cnc2c(c1)C(=O)N([C@H](C)CO)C[C@@H](C)[C@@H](CN(C)C(=O)Cc1ccncc1)O2
  BioA inh: 9.6
C[C@H]1CN([C@@H](C)CO)C(=O)c2cc(NC(=O)Nc3cccc4ccccc34)ccc2O[C@H]1CN(C)C(=O)Nc1ccccc1
  BioA inh: -0.6
CCS(=O)(=O)N1CCCCN2[C@H](CO)[C@@H](c3ccc(-c4ccc(C(=O)N(C)C)cc4)cc3)[C@@H]2C1
  BioA inh: -2.1
CCCC#Cc1ccc([C@H]2[C@H]3CN(S(=O)(=O)c4ccccc4F)CCCCN3[C@H]2CO)cc1
  BioA inh: 0.1
CC(C)CC#Cc1ccc2c(c1)O[C@H](CN(C)C(=O)c1cccnc1)[C@@H](C)CN([C@@H](C)CO)S2(=O)=O
  BioA inh: 1.4
CO[C@H]1CN(C)C(=O)c2ccc(NC(=O)NC(C)C)cc2OC[C@@H](C)NC[C@@H]1C
  BioA inh: -0.3
C/C=C/c1ccc2c(c1)O[C@@H](CN(C)C(=O)COC)[C@H](C)CN([C@@H](C)CO)S2(=O)=O
  BioA inh: 5.7
C[C@H](CO)N1C[C@H](C)[C@H](CN(C)Cc2ccccc2)Oc2ccc(NC(=O)c3ccncc3)cc2C1=O
  BioA inh: 0.3
O=C(C[C@@H]1CC[C@@H]2[C@H](COC[C@H](O)CN2S(=O)(=O)c2cccc(Cl)c2)O1)N1CCOCC1
  BioA inh: 1.6

C[C@H]1CN([C@@H](C)CO)C(=O)c2cc(C#Cc3ccccn3)cnc2O[C@H]1CN(C)Cc1cncnc1
  BioA inh: -4.5
Cc1ccc(S(=O)(=O)N(C)C[C@H]2Oc3c(NC(=O)C4CCCCC4)cccc3C(=O)N([C@H](C)CO)C[C@@H]2C)cc1
  BioA inh: -0.4
O=S(=O)(Cc1ccccc1)N1CCCCN2[C@@H](CO)[C@@H](c3ccc(-c4ccc(F)cc4)cc3)[C@@H]2C1
  BioA inh: -5.0
CCCNC(=O)Nc1ccc2c(c1)OC[C@@H](C)N(C(=O)CC)C[C@H](C)[C@H](OC)CN(C)C2=O
  BioA inh: -0.1
O=C(C[C@H]1C[C@@H]2c3cc(NC(=O)Nc4ccccc4)ccc3O[C@@H]2[C@@H](CO)O1)NCc1ccccn1
  BioA inh: -2.1
C[C@@H]1CN([C@@H](C)CO)C(=O)c2cc(C#CC3CCCCC3)cnc2O[C@H]1CN(C)Cc1ccncc1
  BioA inh: 2.6
C[C@H]1CN([C@@H](C)CO)C(=O)c2cc(NC(=O)CCN3CCOCC3)ccc2O[C@@H]1CN(C)Cc1ccc(Oc2ccccc2)cc1
  BioA inh: 1.9
CO[C@@H]1CN(C)C(=O)c2cc(NC(C)=O)ccc2OC[C@H](C)N(C(=O)c2ccncc2)C[C@@H]1C
  BioA inh: -0.1
C[C@@H]1CN([C@@H](C)CO)C(=O)c2cc(NC(=O)c3ccncc3)ccc2O[C@H]1CN(C)S(=O)(=O)c1ccccc1
  BioA inh: -1.3
CCCN1C[C@H](C)[C@H](OC)CN(C)C(=O)c2ccc(NC(=O)c3ccc(F)cc3)cc2OC[C@@H]1C
  BioA inh: -1.3
O=C(C[C@H]1CC[C@H](NC(=O)c2ccccn2)[C@@H](CO)O1)NCc1cccc(F)c1
  BioA inh: -1.0
N#C[C@@H]1[C@H](c2ccccc2)[C@@H](CO)N1C(=O)c1cccnc1
  BioA inh: 3.7
O=C(NC[C@H]1N[C@@H](CO)[C@H]1c1ccc(-c2ccc(F)cc2)cc1)c1ccccn1
  BioA inh: -1.4
CC(C)NC(=O)Nc1ccc2c(c1)C(=O)N([C@H](C)CO)C[C@@H](C)[C@@H](CN(C)Cc1ccccc1)OCCCC[C@@H](C)O2
  BioA inh: -1.8
O=C(C[C@@H]1C[C@H]2c3cc(NC(=O)NC4CCCC4)ccc3O[C@H]2[C@H](CO)O1)NCc1ccccc1F
  BioA inh: 0.4

CCCN1C[C@@H](C)[C@H](OC)CN(C)C(=O)c2ccc(NC(=O)COC)cc2OC[C@@H]1C
  BioA inh: -5.1
C/C=C/c1ccc2c(c1)O[C@H](CN(C)Cc1ccncc1)[C@H](C)CN([C@H](C)CO)S2(=O)=O
  BioA inh: 13
Cc1cccc(S(=O)(=O)N2CCCCN3[C@H](CO)[C@H](c4ccc(-c5ccncc5)cc4)[C@H]3C2)c1
  BioA inh: 3.9
Cc1noc(C)c1S(=O)(=O)Nc1cccc2c1O[C@@H](CN(C)Cc1ccncc1)[C@@H](C)CN([C@@H](C)CO)C2=O
  BioA inh: -1.2
C[C@@H]1CCCCO[C@H](CN(C)S(=O)(=O)c2cn(C)cn2)[C@@H](C)CN([C@@H](C)CO)C(=O)c2cc(NS(=O)(=O)c3cccs3)ccc2O1
  BioA inh: 0.8
CN(C)CC(=O)N1[C@@H]2Cn3c(ccc(C4=CCCCC4)c3=O)[C@H]1[C@@H](C(=O)NCC1CC1)[C@@H]2CO
  BioA inh: -0.2
C[C@@H]1CN([C@H](C)CO)C(=O)Cc2cc(NC(=O)Nc3ccccc3)ccc2O[C@@H]1CN(C)Cc1ccc(-c2ccccc2)cc1
  BioA inh: -3.2
CN(C)C(=O)c1cccc(-c2ccc([C@@H]3[C@@H](CO)N4CCCCN(C(=O)C5CCCC5)C[C@H]34)cc2)c1
  BioA inh: -0.8
C[C@H]1CN([C@@H](C)CO)S(=O)(=O)c2ccc(C#Cc3ccncc3)cc2O[C@@H]1CN(C)S(=O)(=O)c1ccc(F)cc1
  BioA inh: -2.6
C[C@@H]1CN([C@@H](C)CO)C(=O)c2cc(NC(=O)CCN3CCOCC3)ccc2O[C@@H]1CN(C)CC1CC1
  BioA inh: -5.5
Cc1ccc(S(=O)(=O)Nc2ccc3c(c2)C(=O)N([C@@H](C)CO)C[C@H](C)[C@@H](CN(C)S(C)(=O)=O)OCCCC[C@@H](C)O3)cc1
  BioA inh: 5.3
CO[C@H]1CN(C)C(=O)c2ccc(NC(=O)c3ccccc3)cc2OC[C@H](C)N(C(=O)C2CC2)C[C@H]1C
  BioA inh: -1.9
C[C@H]1CN([C@@H](C)CO)C(=O)c2cc(NC(=O)CCC(F)(F)F)ccc2O[C@@H]1CN(C)Cc1ccc(Cl)c(Cl)c1
  BioA inh: -0.3
CCCNC(=O)N1C[C@@H]2[C@H](c3ccccc31)[C@H](CO)N2C(=O)c1ccncc1
  BioA inh: -0.3
O=C(N[C@H]1CC[C@H](CCn2cc(-c3ccccc3)nn2)O[C@@H]1CO)c1ccccc1F
  BioA inh: -2.0

O=C(Nc1ccc(F)cc1)N1C[C@@H]2[C@H](c3ccccc31)[C@@H](CO)N2C(=O)c1ccccc1F
  BioA inh: 0.1
C[C@H]1CN([C@@H](C)CO)C(=O)c2cc(NC(=O)Nc3ccccc3)ccc2O[C@@H]1CN(C)S(=O)(=O)c1ccc(F)cc1
  BioA inh: -3.9
C[C@H](CO)N1C[C@H](C)[C@H](CN(C)C(=O)Nc2ccccc2)Oc2ccc(NC(=O)CCCN(C)C)cc2C1=O
  BioA inh: 1.8
C[C@H](CO)N1C[C@H](C)[C@H](CN(C)C(=O)c2ccccc2)Oc2cc(C#C[C@@H](C)O)ccc2S1(=O)=O
  BioA inh: 1.2
C[C@H](CO)N1C[C@H](C)[C@H](CN(C)C(=O)CC2CC2)Oc2ncc(C#CC(C)(C)O)cc2C1=O
  BioA inh: 0.1

Assay outcomes from PubChem BioAssay.

Some of the compounds tested (hit frequency here may not be typical).
